# Source: PubChem BioAssay
# POLK inh = DNA polymerase kappa (human) inhibition; AID 588579; 400,000 compounds, 0.53% hits; purified Pol kappa, fluorescent DNA synthesis assay, 10 min; Potency, µM (series often up to 107 µM), inactives show at the highest dose activity, negative = inhibition, usual class: inhibitors; Q9UBT6; note: potency is the fitted concentration of half-maximal effect; % is set by controls: 0 for no effect and ±100 for the full control effect
#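 Inhibition of 10 nM Pol kappa is measured by a fluorescent read-out at 0 and 10 min following addition of 50 nM substrate (final), with a 15-min room-temperature compound preincubation.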
# POLI inh = inhibitors of human DNA polymerase iota. Pol iota fluorescent replication assay, 10 min. Potency, µM (doses to about 115 µM), for inactives: at the top dose activity, negative = inhibition, hits mostly inhibitors. 390,000 compounds, 1% hits. Q9UNA4. AID 588590; note: potency is the fitted concentration of half-maximal effect
# Target sequence (Q9UNA4 whole entry, looked up): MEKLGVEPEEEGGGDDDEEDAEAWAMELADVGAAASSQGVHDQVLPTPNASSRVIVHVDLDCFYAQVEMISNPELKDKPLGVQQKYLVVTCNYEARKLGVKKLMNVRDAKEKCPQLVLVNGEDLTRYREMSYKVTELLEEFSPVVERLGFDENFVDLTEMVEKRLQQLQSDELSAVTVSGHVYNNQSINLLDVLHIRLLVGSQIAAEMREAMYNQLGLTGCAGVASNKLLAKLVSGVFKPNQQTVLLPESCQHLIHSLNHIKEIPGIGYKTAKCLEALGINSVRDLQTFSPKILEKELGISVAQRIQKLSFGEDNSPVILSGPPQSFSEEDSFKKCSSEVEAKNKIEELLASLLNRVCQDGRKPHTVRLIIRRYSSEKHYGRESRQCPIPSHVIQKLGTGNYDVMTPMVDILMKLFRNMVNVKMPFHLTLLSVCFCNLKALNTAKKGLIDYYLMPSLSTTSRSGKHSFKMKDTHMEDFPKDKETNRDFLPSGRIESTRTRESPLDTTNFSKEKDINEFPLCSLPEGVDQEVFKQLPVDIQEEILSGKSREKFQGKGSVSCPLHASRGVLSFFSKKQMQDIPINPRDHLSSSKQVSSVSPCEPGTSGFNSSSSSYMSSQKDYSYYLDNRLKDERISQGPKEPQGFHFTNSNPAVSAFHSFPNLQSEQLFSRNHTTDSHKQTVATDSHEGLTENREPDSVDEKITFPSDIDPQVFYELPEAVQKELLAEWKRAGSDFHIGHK
#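 Pol iota at 10 nM preincubated 15 min with compounds at room temperature; reaction started with fluorescent substrate, 50 nM final. Fluorescence read kinetically at 0 and 10 min; buffer-only wells as negative control.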
# LDHA block = inhibitors of human lactate dehydrogenase A | 480,000 compounds, 0.15% hits | purified LDHA, NADH/diaphorase-resazurin fluorescence; stronger effect = lower value | P00338 | activity change, % (values are at about 110 or 230 µM); in the data active = activity change below about -30%; inconclusive = mostly about -25% to -30%;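 note: plate controls were DMSO wells for no effect and wells without enzyme for full effect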
#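 Resorufin fluorescence (ex540/em590), read at 0 and 20 min after diaphorase/resazurin addition, reports the NADH left after a 5 min room-temperature reaction of 2 nM human LDH5 with 0.06 mM NADH and 0.2 mM pyruvate.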
# Pol eta inh = inhibitors of human DNA polymerase eta; recombinant Pol eta, fluorescent DNA replication assay; Potency, µM (titrated, usually from 114 µM), without a hit: at the highest dose activity change, negative = inhibition, most hits filed as inhibitors; 390,000 compounds, 1.2% hits; AID 588591; note: potency is the fitted concentration of half-maximal effect; % is set by controls: 0 for no effect and ±100 for the full control effect
#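 Pol eta at 10 nM preincubated with compounds 15 min at room temperature; reaction started with fluorescent substrate (50 nM final) and read kinetically at 0 and 10 min.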
# BLM inh = Bloom syndrome helicase (human) inhibition; P54132; recombinant BLM DNA unwinding, fluorescence dequenching; Potency, µM (titrated, usually from 56.1 µM), inactives show at the highest dose activity change, negative = inhibition, hits mostly inhibitors; 350,000 compounds, 0.2% hits; AID 2528;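 note: potency is the fitted concentration of half-maximal effect; plate controls were vehicle for no effect and no enzyme for full effect; nearly all actives have a fitted effect of over 35% in size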
# APE1 inh = APE1 (human) endonuclease inhibition | P27695 | recombinant APE1, TAMRA/BHQ-2 abasic DNA cleavage fluorescence | Potency, µM (top dose mostly 65.8 µM), for the others: at the highest dose activity change, negative = inhibition, hits mostly inhibitors | 350,000 compounds, 0.35% hits;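 note: potency is the fitted concentration of half-maximal effect; plate controls were vehicle for no effect and reference inhibitor for full effect; nearly all actives have a fitted effect of over 55% in size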
#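 Quantitative HTS: incision of a TAMRA/BHQ-2 double-stranded substrate bearing a tetrahydrofuran abasic site by 0.75 nM APE1 raises fluorescence. Substrate 50 nM final, added after 15 min compound preincubation at room temperature; progress as third-minus-first kinetic read difference.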
# GRP78 ERSR act = inducers of ER stress response in human glioma cells; U87-MG GRP78 promoter luciferase reporter, 16 h; Potency, µM, for the others: top-dose activation, most hits filed as activators; 420,000 compounds, 0.02% hits; AID 602332; note: potency is the fitted concentration of half-maximal effect; series mostly up to about 76 µM; % of control where 0% means no effect; nearly all actives have a fitted effect of over 35% in size
#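 Stably transfected U87-MG human glioma cells carrying a GRP78-based luminescent sensor were seeded at 1000 cells/well, pin-dosed with compounds and incubated 16 h. Luciferase reagent was then added, and end-point luminescence was read after 10 min at room temperature.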
# Pol beta inh = blocks human DNA polymerase beta activity. P06746. Pol beta primer extension/strand displacement, fluorescence kinetic. Potency, µM (series often up to 114 µM), without a hit: at the highest dose activity change, negative = inhibition, actives largely listed as inhibitors. 340,000 compounds, 1.3% hits. AID 485314; note: potency is the fitted concentration of half-maximal effect; % is set by controls: 0 for no effect and ±100 for the full control effect
#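 Homogeneous kinetic assay of primer extension and strand displacement by 10 nM Pol beta, preincubated 15 min at room temperature with compound before 50 nM substrate (final) was added. Read at 0 and 10 min; four-parameter Hill fit.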
# Apoferritin bind = binds horse apoferritin like a general anesthetic | Potency, µM (titrated, usually from 77.5 µM), for the others: at the top dose activity change, negative = displacement, usual class: inhibitors | apoferritin/1-aminoanthracene competitive binding, fluorescence | 350,000 compounds, 0.074% hits | P02791; note: potency is the fitted concentration of half-maximal effect; % is set by controls: 0 for no effect and ±100 for the full control effect; nearly all actives have a fitted effect of over 20% in size
# Target sequence (P02791 2-175 limits assumed): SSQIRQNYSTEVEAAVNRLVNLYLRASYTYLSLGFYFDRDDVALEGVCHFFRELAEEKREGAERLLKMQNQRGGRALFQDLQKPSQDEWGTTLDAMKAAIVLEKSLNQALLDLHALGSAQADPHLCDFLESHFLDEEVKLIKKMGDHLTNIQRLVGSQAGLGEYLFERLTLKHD
#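 Horse-spleen apoferritin (10 uM) in 50% saturated 1-aminoanthracene in PBS was incubated 10 min at room temperature with compound. Fluorescence (ex 380, em 535 nm) was normalized to free and bound 1-AMA, with concentration-response fitted by a four-parameter Hill equation.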
# * marks the source's active call; other numbers are inactive results; u = inconclusive; x = no result given; & = joins results of further samples; [ ] = dose if it differs, or a comment. Unless noted, calls come from the whole dose curve; as a rule, active = well fitted curve in the direction sought with a large enough effect; inconclusive = small, poorly fitted or top-dose-only effect, or another doubt; inactive = no such curve, though single readings can be large; an effect the other way counts as inactive or inconclusive.
SMILES,POLK inh,POLI inh,LDHA block,Pol eta inh,BLM inh,APE1 inh,GRP78 ERSR act,Pol beta inh,Apoferritin bind
CN1CCN(Cc2nc3ccccc3c(=O)n2Cc2nc(-c3ccccc3F)cs2)CC1,-2%,25%,10,-6%,-2%,-1%,3%,10%[57.1 µM],-4%
CCOc1ccc(N(CC)S(=O)(=O)N2CCCC(C(=O)Nc3cc(Cl)ccc3OC)C2)cc1 (stereo not given),-11%,-8%,-5,-7%,-8%,x,-3%,-12%,99%[activator]
COc1cccc(-c2nnc3sc(-c4ccc(C)cc4)nn23)c1,x,x,x,x,3%,-9%,x,33%,-12%
COc1ccc2[nH]c3c(N4CCC(O)(c5cccc(C(F)(F)F)c5)CC4)ncnc3c2c1,-6%,-3%[58.9 µM],-2,-3%,-13%,-7%,-17%,u,9%
CCOC(=O)c1c(CSC(=N)N)n(C)c2cc(Br)c(OC(C)=O)cc12,-9%,61%[activator],1,-24%,-5%,-4%,-10%,3%,-9%
CC(=O)N1c2ccc(S(=O)(=O)N(C)CC(=O)NC(C)c3ccccc3)cc2CC1C (stereo not given),-5%,-2%,-4,-6%,0%,-3%,0%,18%,3%
CCOC(=O)C1CCCN(C(=O)C2CCN(S(=O)(=O)c3cnc[nH]3)CC2)C1 (stereo not given),-23%,1%,-2,-1%,-1%,3%,3%,35%,-12%
CCCCC(=O)NC(=S)Nc1cccc(C(=O)O)c1,-13%,1%,-3,-23%,-3%,-4%,5%,6%,-5%
CCCCCC(=O)N/N=C/c1ccc(N(C)C)cc1,0%,-9%,3,-11%,-1%,2%,3%,1%,7%
O=C(O)CC/C(=C\c1ccc(Cl)c([N+](=O)[O-])c1)c1nc2ccccc2s1,-11%,6%,-9,8%,-8%,4%,-2%,-21%,4%
CCOC(=O)C1CCN(Cc2cn[nH]c2-c2ccccc2)CC1,-12%,16%,-21,-1%,-4%,12%,-4%,2%,-19%
CCOC(=O)C1=C(C)C(c2ccc(OC)cc2)NC(=O)N1 (stereo not given),2%,43%[activator],-3,-18%,-1%,16%,-3%,25%,-1%
C=CCn1cnc2c(nnn2-c2ccc(OC)c(OC)c2)c1=O,-3%,195%[activator],-2,-22%,-7%,-5%,-1%,25%,-9%
O=C(O)CSc1nnc(-c2ccncc2)n1C1CCCCC1,-2%,11%,-10,-9%,2%,1%,-2%,4%,4%
COC(=O)c1ccc(CNC(=O)c2cc3ccccc3oc2=O)cc1,-15%,72%[activator],-9,-3%,-2%,0%,1%,37%,-5%
CC(C)C(=O)N1CCC2(CC1)Oc1ccc(Cl)cc1C(=O)C21CC(c2cccnc2)=NO1 (stereo not given),-11%,u,-4,-10%,-6%,-1%,-2%,0%,6%
Cc1ccc(C(=O)Nc2ccccc2-c2ccccc2)cc1S(=O)(=O)Nc1ccccc1,-27%,-18%,-6,-23%,x,-18%,-4%,x,x
Cc1ccc(OCC(=O)OCc2nc3scc(-c4ccccc4)c3c(=O)[nH]2)cc1C,-3%,19%,-2,-25%,x,14%,-3%,x,x
CNC(=O)CSc1nc2nc(C)cc(C)n2n1,-16%,1%,-5,6%,-3%,-2%,-3%,5%,-3%
CCOCCCN1CC(C(=O)NCCc2ccccc2)CC1=O (stereo not given),-6%[60.1 µM],28%,-4,-1%,-4%,10%,-4%,27%,-8%
CC(OC(=O)/C=C/c1cccs1)C(=O)Nc1ccc(S(N)(=O)=O)cc1 (stereo not given),-3%,-8%,-7,-5%,0%,15%,-2%,1%,-7%
CCC(C)NC(=O)Nc1ccc(C)cc1C (stereo not given),-2%,36%[activator],-2,-14%,2%,14%,-1%,11%,-2%
O=C1NN(c2ccccc2)C(=O)C2C1C1C=CC2C12CC2 (stereo not given),-11%,13%,0,-13%,2%,3%,-3%,-25%,u
COc1ccc(NC(=O)CC(C)(C)C)c([N+](=O)[O-])c1,-7%,16%[58.9 µM],3,-17%,1%,-2%,-5%,2%,-1%
O=C1CC(Sc2nnc(-c3ccccc3)o2)C(=O)N1c1ccccc1 (stereo not given),-5%,2%,-13,-1%,-5%,-2%,7%,13%,5%
Cc1cccc(-n2ncc3c(NCc4cccnc4)ncnc32)c1,-9%,-2%,-18,-9%,0%,12%,2%,u,-14%
CCc1nnc(NC(=O)CN2C(=O)c3ccccc3S2(=O)=O)s1,-8%,-24%,3,-1%,-1%,-3%,-2%,31%,2%
COc1ccc(Cc2nc3ccc(C(=O)NC(C)c4cnn(C)c4)cc3o2)cc1 (stereo not given),-20%,-4%,2,-5%,-3%,-4%,-2%,36%,-6%
C(=C\c1ccccc1)/CSc1nnc(-c2cccnc2)o1,-10%[60.1 µM],9%,-4,-7%,1%,-1%,1%,14%,u
Cc1nn(C)c(C(=O)N/N=C/c2cccc3ccccc23)c1Cl,2%,27%,-5,-7%,0%,-2%,4%,-1%,-13%

# Grouped by structure, the compounds so far containing fluorine
SMILES,POLK inh,POLI inh,LDHA block,Pol eta inh,BLM inh,APE1 inh,GRP78 ERSR act,Pol beta inh,Apoferritin bind
CN1CCN(Cc2nc3ccccc3c(=O)n2Cc2nc(-c3ccccc3F)cs2)CC1,-2%,25%,10,-6%,-2%,-1%,3%,10%[57.1 µM],-4%
COc1ccc2[nH]c3c(N4CCC(O)(c5cccc(C(F)(F)F)c5)CC4)ncnc3c2c1,-6%,-3%[58.9 µM],-2,-3%,-13%,-7%,-17%,u,9%

# Following part
SMILES,POLK inh,POLI inh,LDHA block,Pol eta inh,BLM inh,APE1 inh,GRP78 ERSR act,Pol beta inh,Apoferritin bind
O=C(CSc1ccc2c(c1)OCCO2)Nc1cccnc1,-12%,11%,-3,5%,-2%,-2%,-3%,-2%,-19%
CC1CCCN(CC(=O)Nc2cccc([N+](=O)[O-])c2)C1 (stereo not given),-2%,3%,-9,-7%,3%,4%,0%,-2%,-2%
CCc1ccc(N2CCN(CCNC(=O)Nc3ccc(OC)cc3)CC2)cc1,0%,1%,-1,-7%,3%,-1%,-2%,51%,-2%
O=C(c1ccc(S(=O)(=O)Nc2ccccc2F)cc1)N1CCN(c2ccccn2)CC1,-3%,-6%,-6,0%,x,22%,-4%,x,x
Cc1c(C(=O)N2CCCC(C)C2)sc2ncnc(N3CCCCC3C)c12 (stereo not given),-11%,49%[activator],-7,-17%,-2%,u,-4%,-17%,-21%
COc1ccccc1C(=O)NC(=O)COC(=O)C1CCC1,-15%,27%,1,-20%,x,16%,-5%,x,x
COC(=O)c1csc(C(=O)c2c[nH]c3ccccc23)n1,0%&0%[60.1 µM],x,x,x,5%&-2%,-5%&0%,3%&4%,x,8%&0%
Cn1c(SCC2CCCO2)nnc1-c1ccc([N+](=O)[O-])cc1 (stereo not given),-7%,30%,4,-12%,0%,-3%,-3%,1%,-10%
Cc1cccc(NC(=O)N2CCCc3ccccc32)c1C,2%,6%,0,-14%,-8%,8%,-5%,34%,-23%
CCN1CCc2c(sc(NC(=S)NC(=O)c3cccc(F)c3)c2C(N)=O)C1,-5%,0%,2,x,x,x,-1%,x,x

# Structures listed so far that contain a COOH group, in the order listed:
SMILES,POLK inh,POLI inh,LDHA block,Pol eta inh,BLM inh,APE1 inh,GRP78 ERSR act,Pol beta inh,Apoferritin bind
CCCCC(=O)NC(=S)Nc1cccc(C(=O)O)c1,-13%,1%,-3,-23%,-3%,-4%,5%,6%,-5%
O=C(O)CC/C(=C\c1ccc(Cl)c([N+](=O)[O-])c1)c1nc2ccccc2s1,-11%,6%,-9,8%,-8%,4%,-2%,-21%,4%
O=C(O)CSc1nnc(-c2ccncc2)n1C1CCCCC1,-2%,11%,-10,-9%,2%,1%,-2%,4%,4%

# Later entries.
SMILES,POLK inh,POLI inh,LDHA block,Pol eta inh,BLM inh,APE1 inh,GRP78 ERSR act,Pol beta inh,Apoferritin bind
Cc1cc(SCC(=O)Nc2ncc(Cl)cc2Cl)nc2ccccc12,-7%,2%,-11,-8%,2%,-6%,1%,15%,-10%
Cc1ccc(NC(=O)CN(C)C(=O)Cc2coc3cc(C)c(C)cc23)cc1,-11%,3%,2,-10%,x,x,0%,x,x
COCCn1c(N)c(C(=S)NC(=O)c2cccs2)c(=O)[nH]c1=O,9%,8%,1,-6%,-8%,-2%,4%,7%,10%
C=CC(=O)Oc1ccc(N2Cc3ccccc3C2=O)cc1,-38%,40µM*,-11,32µM*,x,x,u,x,x
COc1ccc(N2CCN(C(=O)c3ccc(Cn4c(=S)[nH]c5ccc(N6CCOCC6)cc5c4=O)cc3)CC2)cc1,8%,68%[activator],-4,-7%,-1%,u,-3%,u,0%
CN(C)c1ccc(NC(=O)N2CCOCC2)cc1,-9%,4%,20,11%,-5%,-7%,7%,26%,-6%
CC(=O)c1ccc(OCCCC(=O)Nc2cccc(S(=O)(=O)N3CCCCC3)c2)cc1,-6%,7%,-4,-24%,x,-5%,1%,x,x
Cc1ccc(/C=C/c2onc(C)c2S(=O)(=O)N2CCC(C(=O)NCc3ccc(OC(C)C)cc3)CC2)cc1,-6%[60.1 µM],5%,0,-18%,-5%,x,-1%,3%,u
CCOc1ccc(C2C(C(=O)OC)=C(C)N=C3SCCC(=O)N32)cc1OCC (stereo not given),-13%,6%,-2,-5%,0%,1%,-2%,-1%,-3%

# Entries listed so far shown as hits in Pol eta inh.
canonical_smiles	POLK inh	POLI inh	LDHA block	Pol eta inh	BLM inh	APE1 inh	Pol beta inh
C=CC(=O)Oc1ccc(N2Cc3ccccc3C2=O)cc1	-38%	40µM*	-11	32µM*	x	x	x

# Only part of the results is shown (hit frequency here may not be typical).
